PG9 binder – binds the HIV-1 gp120 antibody PG9; TR-FRET gp120-PG9 antibody binding; inhibition, % at 6.7 µM; actives 0.43% (n = 360,000); in the data active = inhibition above about 8.5%
ABHD4 inh – ABHD4 (mouse) inhibition, primary FP screen | inhibition, % at 8.92 µM | purified mABHD4, FP-Rh probe fluorescence polarization | AID 720543 | Q8VD66 | actives 0.54% (n = 370,000);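 active = inhibition exceeding the mean over every tested compound plus 3 SD, cut at about 30% in these data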;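 note: 0% = plate median of compound wells and 100% = S159A mutant with DMSO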
Target sequence (Q8VD66 whole entry, looked up): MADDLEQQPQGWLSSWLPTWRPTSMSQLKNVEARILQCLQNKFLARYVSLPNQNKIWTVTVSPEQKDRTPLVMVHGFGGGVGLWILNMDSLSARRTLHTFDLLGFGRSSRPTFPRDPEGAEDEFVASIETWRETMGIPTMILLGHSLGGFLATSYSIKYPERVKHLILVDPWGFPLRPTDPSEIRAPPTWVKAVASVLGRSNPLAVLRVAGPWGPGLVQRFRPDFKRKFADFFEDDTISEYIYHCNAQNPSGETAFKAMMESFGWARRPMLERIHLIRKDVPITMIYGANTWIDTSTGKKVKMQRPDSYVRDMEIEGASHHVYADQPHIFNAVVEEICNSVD
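Test system: mABHD4 protein | Buffer or medium: HEPES pH 7.0 buffer, 150 mM NaCl, 0.01% Pluronic F-127 | Probe or stimulus: FP-Rh fluorescent activity-based probe, added after compound pre-incubation | Timing: Pre-incubation 45 min, probe exposure 60 min, at 25 °C | Technique: Fluorescence polarization, excitation 525 nm, emission 598 nm, BODIPY TMR filters | Repeats: Single well per compound (singlicate)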
LEDGF integ inh – blocks HIV-1 LEDGF/p75-dependent DNA integration | TR-FRET IN-LEDGF/p75 DNA integration, Eu/Cy5 | inhibition, % at 3.7 µM | actives 0.64% (n = 370,000) | AID 743269;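 active = inhibition above the screen-wide mean plus 3 SD, cut at about 13% in these data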;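 note: signal is the Cy5 over europium emission ratio at 671 and 618 nm; 0% = plate median of compound wells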
TDP2 absorb – blocks human TDP2 phosphodiesterase activity. recombinant TDP2, T5PNP hydrolysis, p-nitrophenol absorbance 415 nm. AID 720702. inhibition, % at 12.8 µM. actives 0.34% (n = 370,000);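 active = inhibition above the mean of all tested compounds plus 3 SD, set per campaign, cut at about 25% in these data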;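 note: 0% = DMSO with enzyme and 100% = buffer with substrate but no TDP2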
Target sequence (O95551 whole entry, looked up): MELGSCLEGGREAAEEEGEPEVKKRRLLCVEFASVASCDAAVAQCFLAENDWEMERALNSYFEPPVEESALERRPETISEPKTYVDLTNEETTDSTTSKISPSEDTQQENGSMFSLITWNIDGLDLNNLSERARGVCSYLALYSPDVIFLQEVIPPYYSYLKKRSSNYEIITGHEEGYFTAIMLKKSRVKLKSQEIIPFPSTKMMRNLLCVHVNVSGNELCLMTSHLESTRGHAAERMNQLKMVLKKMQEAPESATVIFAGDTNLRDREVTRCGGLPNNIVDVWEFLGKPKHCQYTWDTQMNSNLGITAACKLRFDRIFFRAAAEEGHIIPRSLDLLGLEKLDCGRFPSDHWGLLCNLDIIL
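Evaluation: % inhibition relative to enzyme-containing and enzyme-free wells. Material: recombinant human TDP2. Benchmarks: enzyme-free and DMSO wells. Timing: enzyme reaction with compound for 2 h at 37 °C. Compound dosing: 12.8 µM only. Measured by: p-Nitrophenol epi absorbance. Reagent: T5PNP substrate at 5 mM, a TopII-DNA adduct mimic. Replication: single well per compound.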
TCR CD3 inh – human TCR-CD3 binding inhibition | TAMRA-labeled TCR probe fluorescence, biochemical | inhibition, % at 9.4 µM | actives 0.37% (n = 360,000) | AID 651800; in the data active = inhibition above about 19%;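 note: recombinant mutant TCR 2C K166C tagged with TAMRA read by polarization; 0% = receptor in buffer alone and 100% = receptor with positive control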
PRMT1 inh – inhibitors of human PRMT1; Q99873; recombinant PRMT1, activity-based probe fluorescence polarization; inhibition, % at 2.79 µM; actives 1.3% (n = 370,000);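 active = inhibition above about 21% made by adding two undisclosed values, limit read from the data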
Target sequence (Q99873 whole entry, looked up): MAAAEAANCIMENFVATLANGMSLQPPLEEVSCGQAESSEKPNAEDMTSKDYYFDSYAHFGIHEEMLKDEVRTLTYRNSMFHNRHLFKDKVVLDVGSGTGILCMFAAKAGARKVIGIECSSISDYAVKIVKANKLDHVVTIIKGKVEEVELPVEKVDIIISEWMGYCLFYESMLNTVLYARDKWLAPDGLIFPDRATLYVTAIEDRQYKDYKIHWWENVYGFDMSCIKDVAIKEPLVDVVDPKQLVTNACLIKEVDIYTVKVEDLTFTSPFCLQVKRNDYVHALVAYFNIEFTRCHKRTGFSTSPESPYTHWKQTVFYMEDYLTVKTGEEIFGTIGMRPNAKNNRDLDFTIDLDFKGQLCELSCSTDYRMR
rCAG RNA binder – molecules binding r(CAG) RNA repeats | inhibition, % at 3 µM | actives 1.3% (n = 370,000) | r(CAG) RNA repeat, TO-PRO-1 dye displacement fluorescence;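 active = inhibition above the plate cutoff, the mean of all test compounds on that plate plus 3 SD, cut at about 35% in these data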;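 note: 0% = DMSO alone and 100% = 100 µM mitoxantrone as full dye displacement; higher means more dye released from RNA so lower well fluorescence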
SIAE primary – blocks human sialic acid acetylesterase. Q9HAT2. SIAE FP-Rh probe binding, fluorescence polarization. inhibition, % at 9.66 µM. actives 0.69% (n = 370,000). AID 1053197;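 active = inhibition above a cutoff: mean of compounds within the control limits plus 3 SD of those, cut at about 17% in these data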;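 note: 0% = plate median of compound wells and 100% = probe without SIAE protein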
HTRA1 inh – blocks human HTRA1 serine peptidase | Q92743 | recombinant HTRA1, FP-rhodamine activity-based probe, fluorescence polarization | inhibition, % at 5.96 µM | actives 0.5% (n = 340,000) | AID 504803; in the data active = inhibition above about 36%;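 note: 0% = enzyme with DMSO and 100% = wells lacking enzyme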
NR1D1 modulator – Rev-erb alpha (human) modulation; actives 0.79% (n = 370,000); P20393; Rev-erbα–FITC-DNA binding, fluorescence polarization, 90 min; AID 1259318; activity, % at 10 µM;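 active = activity above about 14%, limit read from the data; passing the limit was not always enough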;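 note: 0% = DMSO wells with 35 nM protein and 100% = DMSO wells with 750 nM protein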
An asterisk follows results filed as active; nt = not tested or not shown.

SMILES	PG9 binder	ABHD4 inh	LEDGF integ inh	TDP2 absorb	TCR CD3 inh	PRMT1 inh	rCAG RNA binder	SIAE primary	HTRA1 inh	NR1D1 modulator
CC(CCc1ccccc1)NC(=O)C1CCN(S(=O)(=O)c2cnc[nH]2)CC1 (configuration not stated)	-0.2	13	-2	1	-1	2	2	-6	1	-1
Cc1ccc(N(CC(=O)N2CC(=O)Nc3ccccc32)S(=O)(=O)c2ccc3c(c2)OCCO3)cc1	-0.6	-1	-1	-3	9	-3	8	-4	-6	1
COCCNC(=O)CC(NS(=O)(=O)c1ccc(NC(C)=O)cc1)C(C)C (configuration not stated)	-0.6	1	-1	7	2	4	-2	-7	6	-2
CCCC(=O)Nc1ccc(Cl)c(NC(=O)c2cccnc2)c1	-1.4	6	0	9	2	-1	-1	4	4	3
CCOC(=O)CN(c1ccccc1C)S(=O)(=O)c1ccc(Cl)cc1	-2.9	-2	4	-1	2	-3	-6	5	-8	3
O=C(COC(=O)c1cccnc1)NC1CCCc2ccccc21 (configuration not stated)	-0.7	6	-6	-5	-4	10	1	-3	-1	-6
O=C(CNC(=S)NC(=O)C1CCCCC1)c1ccccc1	7.3	1	-1	7	3	2	-2	1	-3	1
O=C(N1CCCCCC1)N1CCN(S(=O)(=O)N2CCCCC2)CC1	-0.9	7	0	4	-7	-1	-9	6	0	-2
COCCN(CC(=O)Nc1cccc(C)c1C)C(=O)C1(c2ccccc2)CC1	-0.5	5	-3	0	-3	1	0	4	-7	2
COc1cc2c(cc1O)[C@@H]1Cc3cc(OC)c(OC)cc3C(C2)N1C	-2.2	5	3	5	0	0	0	6	-1	1
COc1ccc(CN2CCCC(CNC(=O)c3ccc(F)cc3)C2)c(F)c1 (configuration not stated)	0.0	2	1	4	-12	2	0	-5	0	2
C/C=C/c1cccc(-c2nc(C(=O)N3CCCCC3)cc3c2[C@@H](CCO)N(C(=O)NC(C)C)C3)c1	-2.5	4	-1	3	10	-3	-1	-1	nt	-3
COc1ccc(OC)c(S(=O)(=O)N2CCC(C(=O)Nc3ccc(C)c(C)c3)CC2)c1	-0.5	-10	-2	1	-2	4	-1	-8	-21	-2
O=C(OCC(=O)N1CCOCC1)c1ccc2c(c1)OCCO2	-0.3	-5	0	-11	11	-2	4	-4	3	2
Cn1c(C(=O)NCCCN2CCCCC2)cc2sccc21	1.5	4	-3	-6	7	-1	-2	-2	9	-4
CC1CCCCN1C(=O)CSc1nnc(-c2ccccc2O)o1 (configuration not stated)	-2.0	2	1	-2	27*	-2	1	9	21	0
N#Cc1ccc(OC(=O)C2CCN(C3=NS(=O)(=O)c4ccccc43)CC2)cc1	1.7	5	-3	-9	0	0	0	11	10	-8
COc1ccc2cc(C(C)C(=O)N3CCC(C(N)=O)CC3)ccc2c1 (configuration not stated)	-0.9	6	1	-14	-11	-2	-2	3	4	1
Cc1[nH]c(=O)c(C(=O)c2ccccc2O)cc1C(=O)O	-0.9	2	-2	5	-1	3	-2	-4	-4	-3
c1ccc(CNCC2COc3ccccc3O2)cc1 (configuration not stated)	1.6	-8	1	-4	-3	3	-3	-3	-3	-5
CCOC(=O)C1=C(COC(=O)COc2ccccc2OCC)NC(=O)NC1C (configuration not stated)	-0.3	7	3	5	-3	-1	-7	8	3	1
Cc1ccc(C)n1-c1nn(S(=O)(=O)c2cccc3cccnc23)c2cccc(F)c12	0.6	-14	3	6	0	0	2	-1	-19	8
Cc1cc(C(=O)OCC(=O)Nc2cc(S(=O)(=O)N(C)C)ccc2C)c(C)o1	0.5	2	-3	-2	1	0	-6	-6	nt	4
Cc1ccc(F)cc1NC(=S)NCCc1ccccc1	1.8	-6	4	-20	-8	-2	2	-5	2	-3
CSc1nc2c(c(=O)[nH]1)C(c1cccc(Br)c1)CC(=O)N2 (configuration not stated)	-0.4	-6	0	10	1	-2	0	1	-7	-1

The closing three entries of the section before are carried over, then new ones follow.
SMILES	PG9 binder	ABHD4 inh	LEDGF integ inh	TDP2 absorb	TCR CD3 inh	PRMT1 inh	rCAG RNA binder	SIAE primary	HTRA1 inh	NR1D1 modulator
Cc1cc(C(=O)OCC(=O)Nc2cc(S(=O)(=O)N(C)C)ccc2C)c(C)o1	0.5	2	-3	-2	1	0	-6	-6	nt	4
Cc1ccc(F)cc1NC(=S)NCCc1ccccc1	1.8	-6	4	-20	-8	-2	2	-5	2	-3
CSc1nc2c(c(=O)[nH]1)C(c1cccc(Br)c1)CC(=O)N2 (configuration not stated)	-0.4	-6	0	10	1	-2	0	1	-7	-1
COc1ccc(CN(C(=O)CNC(=O)c2ccco2)C(C(=O)NCC2CCCO2)c2ccccc2)cc1 (configuration not stated)	-0.1	-3	-9	-10	-2	5	-5	3	5	1
Cc1ccc(N2CC(C(=O)NC3CCSC3=O)CC2=O)cc1 (configuration not stated)	0.3	0	-1	5	2	-3	1	4	0	4
N#CCCN1CCN(S(=O)(=O)c2ccc(S(=O)(=O)NC3CCCC3)cc2)CC1	-1.9	2	-2	1	-6	2	0	-2	2	3
COc1ccc(Cl)cc1S(=O)(=O)N1CCCc2ccccc21	-1.8	-7	-4	-8	5	0	-2	-3	-8	1
c1ccc2c(-c3nnc(SCc4cn5ccccc5n4)o3)c[nH]c2c1	-0.9	-9	-4	-3	5	2	5	-7	-12	-2
O=C(C(=O)N1CCN(S(=O)(=O)c2ccc(OC(F)(F)F)cc2)CC1)c1cccc(C(F)(F)F)c1	1.4	-2	-4	7	4	-3	2	9	nt	-4
Cn1ncc(Cl)c1C(=O)N1CCN(c2ccc(Cl)c(Cl)c2)CC1	-0.7	-2	-2	10	7	0	-4	-2	-8	1
Cn1c(=O)cc(OCCCC(=O)NC2CCCC2)c2ccccc21	-1.6	3	2	-9	7	-2	-6	4	1	-1
COc1ccc(NC(=O)/C=C/c2cccc(F)c2)cn1	-2.1	-7	3	4	2	5	-8	-1	1	4
CSc1ccc(CN2CCC(n3nccc3NC(=O)CCCc3ccccc3)CC2)cc1	-0.6	3	5	-1	13	-2	-6	-1	0	7
COc1cc(N)ccc1NC(=O)c1cccs1	-3.6	6	-2	-11	5	2	6	4	2	6
CC(C)C(NC(=O)C1CCCCC1)C(=O)NCc1ccccn1 (configuration not stated)	0.2	3	-3	2	0	-1	-2	-6	3	6
COc1ccc(NC2CCCN(C(=O)CCCN3CCCCC3=O)C2)cc1 (configuration not stated)	0.8	3	-1	10	-4	4	-4	5	-2	-3
O=S(=O)(c1ccccc1)c1cc(O)ccc1O	-1.4	2	1	7	5	5	0	3	5	1
O=C(CSc1nnc(-c2cccc(Cl)c2)n1Cc1ccco1)c1ccc(F)cc1	nt	1	-3	-6	nt	-3	2	3	nt	-6
COc1ccc(CNS(=O)(=O)c2cc(OCC(N)=O)c(C)cc2Cl)cc1	-1.2	6	0	11	4	-5	1	2	-28	1
Cc1ccccc1-c1cc2nc(NCCCN(C)C)n(C)c(=O)c2s1	1.3	1	-3	7	-2	0	6	-4	nt	-7
CCN1CCN(C(c2cccs2)C(C)NC(=O)c2ccccc2)CC1 (configuration not stated)	-0.5	5	3	3	-2	6	-2	0	1	4
CCc1c(C)nn(C(=O)/C(C#N)=C\N(C)C)c1C	-3.2	-1	2	3	-7	-4	-1	-1	3	nt
CC(C)(C)C1C=C(Sc2ccccc2)C(=O)O1 (configuration not stated)	-1.3	-11	0	1	4	1	-4	9	0	-3
COc1ccc2c(c1)[C@]1(C(=O)N2C)C2=C(CCCC2=O)Oc2cc(C)oc(=O)c21	-1.2	4	2	3	-3	-5	2	11	nt	3
CCn1nc(C)c(CNC(=O)CC2C(=O)NCCN2CC(C)C)c1C (configuration not stated)	-0.2	4	1	13	1	-4	-3	3	0	-6
CNC[C@@H]1Oc2cc(Br)ccc2S(=O)(=O)N([C@H](C)CO)C[C@H]1C	-0.4	-1	4	7	1	-1	3	-6	3	7
O=C(NCc1ccc2c(c1)OCO2)C1CCCN(S(=O)(=O)c2cccnc2)C1 (configuration not stated)	-1.1	2	0	7	-6	-3	0	7	1	-4
CCN(CC)S(=O)(=O)c1cc(NC(=O)CNc2c(C)n(C)n(-c3ccccc3)c2=O)ccc1C	0.3	-2	0	5	-6	6	-3	-4	-5	-3
SMILES	PG9 binder	ABHD4 inh	LEDGF integ inh	TDP2 absorb	TCR CD3 inh	PRMT1 inh	rCAG RNA binder	SIAE primary	HTRA1 inh	NR1D1 modulator
Cc1cccc(C(=O)Nc2sc3c(c2C(=O)O)CCC3)c1	-1.0	17	-4	-7	6	-1	32	-2	-1	-1
O=C(N/N=C/C(c1ccccc1)c1ccccc1)c1ccccc1F	-0.5	2	-4	2	-3	2	-3	3	-1	3
C#CCCc1cscc1/C=[N+](\[O-])c1ccc(C(=O)OCC)cc1	-3.3	5	0	-10	4	11	19	1	-20	2
CCc1ccc(CN(C)C(=O)c2cc(COc3cncc(Cl)c3)on2)cc1	-0.8	-5	2	0	5	1	0	2	-14	-5
Cc1ccc(NC(=O)c2ccc(OCc3c(C)noc3C)cc2)cc1	-0.1	-6	-3	5	1	-1	-3	-4	nt	3
COC(=O)CN1C(=S)N(Cc2ccccc2)C(=O)C1CC(=O)Nc1ccc(OC)cc1 (configuration not stated)	-0.9	2	0	2	4	0	2	-16	4	1
CS(=O)(=O)N(Cc1ccccc1)c1ccc(C(=O)NCC2CCCO2)cc1 (configuration not stated)	-2.0	4	1	4	1	-3	-7	-1	2	-6
C[C@@H]1OC(Nc2ccc(N=Nc3ccccc3)cc2)[C@H](O)[C@H](O)[C@H]1O (some centres not stated)	-2.0	5	2	6	-5	-1	1	5	nt	1
O=C(N=Nc1c(O)[nH]c2ccccc12)c1ccc2c(c1)OCO2	-2.7	5	-3	7	-3	-2	4	-4	7	-6
N=c1c(S(=O)(=O)c2ccc(F)cc2)cc2c(=O)n3ccccc3nc2n1CC1CCCO1 (configuration not stated)	-0.9	7	-3	-5	2	0	1	-5	1	0
CCC(=O)Nc1cc(OC)c(NC(=S)Nc2ccccc2CC)cc1OC	-5.3	43*	7	2	3	47*	2	11	4	2
S=C(Nc1ccccc1)N1CCCCCC1	1.6	3	-3	5	-2	-3	0	2	4	2
CCOc1ncccc1C(=O)Nc1ccc(F)c(F)c1	-2.2	-1	1	-22	14	-6	-4	-3	-7	0
COc1cccc(-c2nc(CS(=O)CC(=O)NCc3ccc4c(c3)OCO4)c(C)o2)c1 (configuration not stated)	4.8	-6	3	14	-1	0	4	6	-7	0
COc1ccc(-c2ccc(=O)n(Cc3ccc([N+](=O)[O-])cc3)n2)cc1	-0.2	-8	6	-10	0	-1	-2	-6	2	1

An excerpt from above with just rCAG RNA binder, ABHD4 inh and NR1D1 modulator:
Structure	rCAG RNA binder	ABHD4 inh	NR1D1 modulator
COC(=O)CN1C(=S)N(Cc2ccccc2)C(=O)C1CC(=O)Nc1ccc(OC)cc1 (configuration not stated)	2	2	1
CS(=O)(=O)N(Cc1ccccc1)c1ccc(C(=O)NCC2CCCO2)cc1 (configuration not stated)	-7	4	-6
C[C@@H]1OC(Nc2ccc(N=Nc3ccccc3)cc2)[C@H](O)[C@H](O)[C@H]1O (some centres not stated)	1	5	1

Not all compounds are listed, so the mix of outcomes need not match the whole.
